From PubChem
KDM5B inh – Primary screen for KDM5B Histone Demethylases FDH-coupled qHTS; KDM5B demethylase, FDH-coupled NADH fluorescence (FDH is formaldehyde dehydrogenase); Potency, µM (series often up to 57.7 µM), for inactives: top-dose activity change, negative = inhibition, usual class: inhibitors; AID 1347165, 2019; 220,000 tested, 2.6% active; active = well fitted inhibition curve with a large enough effect; inconclusive = small, poorly fitted or top-dose-only effect; inactive = no such curve, though single readings can be large or run the other way; note: 0% is about no effect; nearly all actives have a fitted effect of over 70% in size
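Here, H3K4me3 peptide (12.5 µM in substrate mix) is demethylated by KDM5BΔAP, 200 nM final, after 10 min compound exposure. Formaldehyde product is coupled through FDH (0.25 U/mL in mix) to NADH fluorescence; 30-min ΔRFU feeds dose-response curves.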
* hit, by the source's call; ? = inconclusive; [ ] = dose if it differs, or a comment. Potency is the fitted concentration of half-maximal effect.

compound | KDM5B inh
O=C(O)C(c1ccc2c(c1)OCCO2)N1CCCN(c2ncccn2)CC1 (stereo not given) | ?
O=C(CN1C(=O)C2(SCC(=O)N2c2ccc(F)c(F)c2)c2ccccc21)NCCc1ccccc1 (stereo not given) | 9%
COC1C(=O)N(CC2CC2)C12CCN(S(=O)(=O)c1c(C)nn(C)c1C)CC2 (stereo not given) | -18%
Cc1nn2c(c1-c1ccccc1[S+](C)(=O)[O-])N(C(=O)c1cccc(Cl)c1)CCC2 | 11%[86.2 µM]
OC(c1nc(Nc2ccc(Cl)cc2)n[nH]1)C1CC1 (stereo not given) | -17%[115 µM]
O=C(c1cccc(-n2cnnc2)c1)N(Cc1ccc2[nH]ccc2c1)C1CC1 | -40%
COc1ccc(C(=O)NCCn2cc(SCC(=O)Nc3ccc(C)cc3)c3ccccc32)cc1 | -11%
c1ccc(-c2ncn(CC3CCCO3)c2-c2cccc3cnccc23)cc1 (stereo not given) | 3%
O=C(C1CC1)N1CCC(c2noc(-c3cccnc3)n2)C1 (stereo not given) | -8%
CCOc1ccccc1CNC(=O)C1CCCN(c2ncnc3onc(CC)c23)C1 (stereo not given) | 15%
O=C(Nc1cc(-n2cnnn2)ccc1Cl)c1ccncc1 | 5%
c1ccc(-c2nnc3ccc(Nc4ccc(N5CCOCC5)cc4)nn23)nc1 | ?
Cc1c(Cl)cccc1NC(=O)CN1CCC2(CC1)OCCO2 | 8%
CC(OC(=O)c1cc[n+]([O-])cc1)C(=O)Nc1cccc2ccccc12 (stereo not given) | 14%
Cc1cccc2c1OC(=O)CC2c1ccccc1 (stereo not given) | 4%
Cc1nc2cccnc2n1CC1CCCN(S(=O)(=O)c2cc(F)ccc2F)C1 (stereo not given) | -7%
COc1ccccc1-n1c(SCC(N)=O)nc2c(c1=O)C1(CCCCC1)Cc1ccccc1-2 | -24%
Cc1noc([C@@H](C)NC(=O)NC2(c3ccccc3)CCOCC2)c1C(=O)O | -9%[86.2 µM]
COc1cc(CNC(=O)c2cc3cn(C(C)C)cc3s2)cc(OC)c1 | ?
CC(C)Oc1ccc(CNC(=O)C2CCN(C(=O)N3CC(C)Oc4ccccc43)CC2)cc1 (stereo not given) | -8%
CCC(CC)C(=O)OCc1cc(=O)n2nc(C3CCCCC3)sc2n1 | -5%
Cc1ccsc1-c1nc(-c2ccc3c(c2)CCO3)cs1 | ?
COc1ccccc1C(=O)N1CCN(c2cc(-c3cccs3)[nH]n2)CC1 | -23%
O=c1[nH]c(C2CCCN(Cc3ccc(-c4ccccc4)cc3)C2)nc2ccc(F)cc12 (stereo not given) | 3%
CCOC(=O)C(N)c1cccc(OCc2ccccc2)c1 (stereo not given) | -8%

Reprinted at random: 4 entries already listed.
compound | KDM5B inh
CC(C)Oc1ccc(CNC(=O)C2CCN(C(=O)N3CC(C)Oc4ccccc43)CC2)cc1 (stereo not given) | -8%
COC1C(=O)N(CC2CC2)C12CCN(S(=O)(=O)c1c(C)nn(C)c1C)CC2 (stereo not given) | -18%
Cc1nn2c(c1-c1ccccc1[S+](C)(=O)[O-])N(C(=O)c1cccc(Cl)c1)CCC2 | 11%[86.2 µM]
COc1ccccc1-n1c(SCC(N)=O)nc2c(c1=O)C1(CCCCC1)Cc1ccccc1-2 | -24%

Continued:
compound | KDM5B inh
CCn1c(N2CCN(Cc3cc(C)ccc3C)CC2)nc2c1c(=O)[nH]c(=O)n2C | -9%
O=C(Nc1ccc([C@H]2OCC(=O)N(Cc3ccc(F)cc3)[C@@H]2CO)cc1)c1ccco1 | 13%[86.2 µM]
O=C(Nc1cccc(-c2nnc3n2CCCC3)c1)c1ccccc1F | -17%
Cc1ccccc1-n1c(=O)c2sccc2n(CC(=O)NC(C)C)c1=O | -6%
COc1ccc(CN2C(=O)CO[C@H](c3ccc(NS(=O)(=O)c4ccc(F)cc4)cc3)[C@H]2CO)cc1 | 20%
CCCn1nc(C(=O)NCCN2CCOCC2)c2ccccc2c1=O | 19%
O=C(Cc1cccc(F)c1)N1CCC(c2nc(C3CCOCC3)no2)CC1 | -29%
COC[C@H]1CCCN1Cc1nc(C2(O)CCN(C(C)C)CC2)cs1 | -22%[86.2 µM]
COC[C@H]1CCCN1Cc1nc(C2(O)CCN(CC3CCCCC3)CC2)cs1 | 4%[86.2 µM]
COc1ccc(CCNC(=O)C2CC(=O)N(c3ccc(C)cc3)C2)cc1 (stereo not given) | 24%
CCCCCn1nc(C(=O)NCc2cccs2)c2ccccc2c1=O | -15%
O=C(Nc1nccs1)c1ccc(Oc2ccc(F)cc2Br)nc1 | -27%
CN(Cc1noc(C2CCCC2)n1)c1cc(C2CC(O)C2)ncn1 (stereo not given) | -18%
CN(C)C(=O)C(c1ccccc1)N(C)Cc1ccc2c(c1)OCO2 (stereo not given) | 25%
N/C(=N\O)c1cn(Cc2ccccc2Cl)c2ccccc12 | 23%
COc1ccc(C(=O)Oc2c(Sc3ccc(C)cc3)c(C)nn2C(C)(C)C)cc1OC | ?
CCOc1ccc(/C=C/c2nc(C#N)c(N3CCN(C(=O)c4ccco4)CC3)o2)cc1 | 21%
CCCN(CCC)c1nc(N)nc(Cl)n1 | 10%
CCn1nc(C(=O)Nc2ccc3c(c2)OCCO3)c2ccccc2c1=O | 9%
O=C(NCc1ccc2c(c1)OCO2)c1ccc(-c2csc(C3CC3)n2)cc1 | ?
CCn1ccc(C(=O)N2CCc3c(nc(-c4ccc(OC)cc4)[nH]c3=O)C2)n1 | 20%
c1cn(-c2ccc(OCC3CCCO3)cc2)c(-c2cc3n(n2)CCNC3)n1 (stereo not given) | ?
Cc1ccc(C(=O)N2CCC(c3nn(-c4ccc(Cl)cc4)c(=O)[nH]3)CC2)cc1 | -2%
Cc1noc(-c2cccs2)c1C(=O)NCc1ccccc1Cl | ?
CN(C)S(=O)(=O)N1CCOC(c2ccc(Cl)c(Cl)c2)C1 (stereo not given) | 31%[activator]

An excerpt from above in order of their number in KDM5B inh, descending:
compound | KDM5B inh
COc1ccc(CCNC(=O)C2CC(=O)N(c3ccc(C)cc3)C2)cc1 (stereo not given) | 24%
CCCn1nc(C(=O)NCCN2CCOCC2)c2ccccc2c1=O | 19%
O=C(CN1C(=O)C2(SCC(=O)N2c2ccc(F)c(F)c2)c2ccccc21)NCCc1ccccc1 (stereo not given) | 9%
c1ccc(-c2ncn(CC3CCCO3)c2-c2cccc3cnccc23)cc1 (stereo not given) | 3%
Cc1ccccc1-n1c(=O)c2sccc2n(CC(=O)NC(C)C)c1=O | -6%
O=C(Nc1cccc(-c2nnc3n2CCCC3)c1)c1ccccc1F | -17%

Remaining list, next part
compound | KDM5B inh
CCCNc1c(NC(=O)Nc2cc(Cl)ccc2C)c(=O)oc2ccccc12 | -8%
COc1cccc(/C=C/c2nc3ccccc3o2)c1OC(C)C | ?
CCc1ccc(S(=O)(=O)Nc2cccc(S(=O)(=O)N(CC)CC)c2)cc1 | 22%
Cc1ccccc1-c1nc(CS(=O)(=O)CC(=O)NCc2ccc(OC(C)C)cc2)c(C)o1 | 40%[activator]
COc1ccc2oc(=O)c(C(=O)Nc3ccccc3Cl)cc2c1 | 6%
CCn1nc(C(=O)Nc2ccccc2C(=O)OC)c2ccccc2c1=O | 16%
O=C(c1cc(-c2ccc(O)cc2)n[nH]1)N1CCCC(CCc2ccc(F)cc2)C1 (stereo not given) | -2%
Cc1ccccc1Oc1ncccc1CNC(=O)c1cnn2ccccc12 | ?
Cc1ccc(NC(=O)NCc2nc(-c3ccccc3C)oc2C)cc1F | 14%
CCCCN1C(=O)c2ccccc2C(C(=O)NC2CC2)C12CCCCC2 (stereo not given) | 10%
CCCN(CCC)C(=O)Cn1c(=O)n(CCCCCC(=O)Nc2ccccc2)c(=O)c2sccc21 | -15%
CCOc1cccc(C(=O)Nc2nnc(-c3ccccc3F)s2)c1 | -30%
COc1ccc(C(=O)/C=C/c2ccc(C)cc2)cc1OC | -13%
Cn1ccnc1CN1C[C@@H](F)[C@@H](OCc2nc3ccncc3[nH]2)C1 | ?
Cc1cnc2c(S(=O)(=O)NCCCOCC3CC3)cccc2c1 | 15%
Clc1ccc(CSc2nccn2C2CC2)c2ncccc12 | 17%
Cc1ccc2nc(-c3ccc(NC(=O)COc4ccccc4C(C)(C)C)cc3)sc2c1 | ?
Cn1cc(C(=O)N2CCC(N(Cc3cccnc3)C3CCOCC3)CC2)cn1 | -30%
CC(C)NC(=O)c1ccc(Cl)cc1-n1cnnn1 | 1%
CC(=O)c1cccc(NC(=O)CCS(=O)(=O)c2ccc3c(c2)n(C)c(=O)c(=O)n3C)c1 | -15%
COC(=O)[C@@H]1Cc2c([nH]c3ccccc23)[C@H]2C[C@@H](NCCCn3ccnc3)C[C@@H](c3ccc(F)cc3)N21 | 13µM*
COc1ccc(C(=O)NC2CCN(c3ccc(=O)n(C)n3)CC2)c(OC)n1 | ?
CN(C)c1ccc(/C=N/NC(=O)c2ccc3nc[nH]c3c2)cc1 | -23%
CC1=C[C@@H](CNC(=O)C2CCCCC2)[C@H](C(C)C)C[C@H]1Cc1nc2ccc(F)cc2[nH]1 | -22%[86.2 µM]
CN1CCN(C(=O)c2cccs2)CC12CCNC(=O)CC2 (stereo not given) | -6%

Continued; it opens with the two that closed the last part.
compound | KDM5B inh
CC1=C[C@@H](CNC(=O)C2CCCCC2)[C@H](C(C)C)C[C@H]1Cc1nc2ccc(F)cc2[nH]1 | -22%[86.2 µM]
CN1CCN(C(=O)c2cccs2)CC12CCNC(=O)CC2 (stereo not given) | -6%
CN1CC2(CCN(c3nc(-c4ccccc4)no3)CC2)CC(c2ccccc2)C1=O (stereo not given) | 24%
COc1cc(C(=O)NCc2ccc3c(c2)CCN3C(=O)c2ccc(Cl)cc2)cc(OC)c1OC | -18%
CO[C@H]1C(=O)N(C2CCN(C(=O)c3n[nH]c4ccccc34)CC2)[C@H]1c1ccncc1 | -15%
CC[C@H]1CN(C(=O)c2cccnc2)CC[C@H]1CC(=O)NCc1ccc(OC)c(OC)c1 | 27%[86.2 µM]
CCOC(=O)C(=O)N1CCN(c2nc(-c3ccccc3)c3c(c2C#N)CCCC3)CC1 | ?
COc1cc(CN2CCN(S(=O)(=O)c3ccc(NC(C)=O)cc3)CC2)cc(OC)c1OC | ?
Cc1ccc(CN2C(=O)NC3(CCN(C(=O)c4ccncc4)CC3)C2=O)cc1 | 7%
CCCS(=O)(=O)N1CCCCCCNC(=O)[C@@H]2CCC[C@@H]21 | -4%
COc1ccc(OC)c(C2NC(=O)NC(C)=C2C(=O)Nc2ccc(F)cc2)c1 (stereo not given) | -11%
CC(C)C[C@H](NC(=O)Nc1ccc(F)cc1)C(=O)O | 14%
O=C(Nc1ccccc1)N1CCCC(c2nn(-c3ccc(Cl)cc3)c(=O)[nH]2)C1 (stereo not given) | -21%
COCC(NC(=O)c1cc(S(N)(=O)=O)ccc1F)c1ccnn1C (stereo not given) | -4%
CCCC(=O)Nc1ccc(CNCc2ccc(C)cc2C)cc1 | 21%
COCCNC(=O)[C@@H]1C[C@@H](O)CN1C1CCN(C(=O)C2(c3ccccc3)CC2)CC1 | -21%
CCN(C(=O)CN1C=C(C(=O)OC)C(C)=NS1(=O)=O)c1cccc(C)c1 | -1%
COC(=O)N1CCCC2(C1)C(=NC1CCCC1)NC(=O)N2c1cc(F)cc(F)c1 (stereo not given) | 6%
O=C(Nc1ccccc1Br)C1CCCN(S(=O)(=O)c2cccc3nsnc23)C1 (stereo not given) | -22%
Cc1cc(C(=O)NCC(C)C)c2c(C3CCCN3)noc2n1 (stereo not given) | -11%[149 µM]
CNC(=O)[C@@H](c1ccccc1)N1CCC[C@H]1C(=O)NCc1ccncc1 | ?
CN1[C@@H](CCC(=O)N2CCc3ccccc32)CNC(=O)[C@@H]2[C@H]1CCN2Cc1cccs1 | -33%
Cc1nc2sc3c(c2c2nc(C(=O)NCCN(C)C)nn12)CCC3 | ?
c1ccc(Nc2cc3c(cn2)CN(Cc2ccc4[nH]ccc4c2)CCN3)cc1 | ?
COc1ccc(S(=O)(=O)c2c(SC)nn(Cc3ccccc3C)c2NC(C)=O)cc1 | 6%
CN(C)CC1(O)CCC2(CCN(C(=O)c3[nH]nc4c3COc3ccccc3-4)CC2)CC1 | ?
CNC(=O)Nc1cccc(-c2cc(-c3c(Cl)cccc3Cl)no2)c1 | 0%
O=C(NCCc1nccc(-c2ccccc2)n1)[C@H]1CCC[C@H](O)C1 | 4%
COc1ccccc1N1CCN(c2ccc(=O)n(CC(=O)Nc3cc(F)ccc3C)n2)CC1 | -6%
CN1C[C@@H](NS(=O)(=O)c2ccc(C#N)cc2)C[C@H]1c1nc(-c2ccncc2)no1 | ?
CN1c2cccnc2CN(C2CCCCC2)CC[C@H]1CO | -23%[115 µM]
Cc1occc1C(=O)O/N=C(\N)c1ccccc1 | 17%
OCCNCCSc1nc(C2CCCCC2)n(-c2ccccc2Cl)n1 | ?
Clc1cccc(Cl)c1CNc1n[nH]c(-c2ccco2)n1 | 7%
N#CCCN(C(=O)Cn1nc(C(=O)O)c2ccccc2c1=O)c1ccccc1F | 8%
C1CC(C2CCN(C3CNC3)CC2)CN1 (stereo not given) | -35%
O=C(CCc1ccc(O)cc1)NNC(=S)NCCc1ccccc1 | -4%
CCCCCCCC(=O)Oc1ccc(C(=O)O)cc1 | -2%
COc1ccccc1-c1cnc2n[nH]c(-c3ccccc3)c2n1 | 35µM*

A portion of the library; count on the stated rates, not on these rows.
